# DUSP3 inh: DUSP3 (human) phosphatase inhibition; P51452; recombinant VHR phosphatase, pNPP absorbance; inhibition, % at 13.3 µM; 290,000 tested, 0.52% active; in the data active = inhibition above about 50%; also: some compounds called inactive have numbers as strong as hits
# Rv3671c inh: Rv3671c (M. tuberculosis) protease inhibition; P9WHR9; inhibition, % at 5.96 µM; AID 2606; 320,000 tested, 0.048% active; in the data active = inhibition above about 38%;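 also: extracellular domain of Rv3671c used as enzyme; 0% = enzyme with DMSO and 100% = no enzyme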
# BH1578 lux ind: inducers of Vibrio cholerae quorum light production without autoinducers; V. cholerae BH1578 lux reporter, luminescence, 6 h; 350,000 tested, 0.16% active; activation, % at 18.7 µM; in the data active = activation mostly above about 9.7%, no sharp cut-off; also: not every result past the cut was called active; inactives centre near 0; reference of the scale not given here
# PfHsp40 yeast: compounds rescuing yeast from Plasmodium falciparum HSP40 toxicity | S. cerevisiae expressing PfHsp40, growth rescue, ATP luminescence | growth rescue, % at 12.5 µM | 340,000 tested, 0.68% active | AID 504582; in the data active = growth rescue above about 28%, passing the limit was not always enough;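 also: yeast W303a lacking pdr1 and pdr3 grown in galactose medium; growth measured after three days at 30 °C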
# PriA SSB inh: blocks PriA binding to SSB C-terminal tail; AlphaScreen SSBct-PriA binding, biotinylated peptide; inhibition, % at 33 µM; 430,000 tested, 0.6% active; AID 1272365; in the data active = inhibition mostly above about 37%, no sharp cut-off; inactive = mostly below about 20%;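 also: plate controls were negative control peptide for no effect and reference peptide for full effect; strong numbers were not always called active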
# SARS 3CLpro inh: SARS-CoV 3CLpro protease inhibition | P0C6X7 | recombinant SARS-CoV 3CLpro, quenched FRET peptide cleavage | inhibition, % at 6 µM | 290,000 tested, 0.14% active | AID 1706; in the data active = inhibition above about 12%
# Anthrax LF prot: inhibitors of Bacillus anthracis lethal factor protease; 360,000 tested, 0.12% active; AID 588501; multiplex microsphere protease cleavage assay, LF; inhibition, % at 10 µM; in the data active = inhibition above about 30%; also: plate controls were buffer without enzyme for full effect and enzyme alone for no effect
# Target sequence (P15917 whole entry, looked up): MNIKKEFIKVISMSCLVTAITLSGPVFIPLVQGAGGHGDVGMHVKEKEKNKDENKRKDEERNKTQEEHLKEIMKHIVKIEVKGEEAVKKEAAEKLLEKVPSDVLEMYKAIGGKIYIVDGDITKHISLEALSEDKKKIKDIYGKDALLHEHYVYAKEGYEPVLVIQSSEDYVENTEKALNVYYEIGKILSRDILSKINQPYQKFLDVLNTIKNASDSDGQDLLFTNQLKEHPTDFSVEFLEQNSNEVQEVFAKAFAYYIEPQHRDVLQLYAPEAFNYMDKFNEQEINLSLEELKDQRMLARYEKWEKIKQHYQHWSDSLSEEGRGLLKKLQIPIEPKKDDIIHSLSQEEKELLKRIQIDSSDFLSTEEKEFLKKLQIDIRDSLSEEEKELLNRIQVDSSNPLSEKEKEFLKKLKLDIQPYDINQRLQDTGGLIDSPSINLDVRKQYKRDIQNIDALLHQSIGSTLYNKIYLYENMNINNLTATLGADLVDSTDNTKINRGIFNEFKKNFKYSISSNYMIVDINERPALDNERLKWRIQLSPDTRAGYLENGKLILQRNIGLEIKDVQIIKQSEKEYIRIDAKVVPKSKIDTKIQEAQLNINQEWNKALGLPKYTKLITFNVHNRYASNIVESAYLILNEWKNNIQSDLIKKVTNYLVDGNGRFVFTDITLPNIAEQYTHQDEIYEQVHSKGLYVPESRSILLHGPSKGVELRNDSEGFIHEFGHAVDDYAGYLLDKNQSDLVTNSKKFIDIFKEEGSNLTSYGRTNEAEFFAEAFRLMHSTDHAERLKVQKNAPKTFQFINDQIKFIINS
# Y pestis TopoI: blocks Yersinia pestis topoisomerase I activity. Y. pestis Topo-I cleavage product accumulation, plate reader. activity, % at 10 µM. 360,000 tested, 0.064% active. AID 504884; in the data active = activity above about 50%, passing the limit was not always enough; also: inactives centre near 2
# MazF activator: MazEF (E. coli) toxin RNase activation | P0AE70 | FAM/BHQ RNA-DNA oligo cleavage fluorescence, 5 h | activation, % at 20 µM | 350,000 tested, 0.32% active | AID 504720; in the data active = activation above about 50%
# Target sequence (P0AE70 whole entry, looked up): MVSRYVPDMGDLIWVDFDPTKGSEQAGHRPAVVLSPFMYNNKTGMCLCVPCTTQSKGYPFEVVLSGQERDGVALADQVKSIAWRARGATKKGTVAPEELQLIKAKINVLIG
# TcdB inh: inhibitors of Clostridioides difficile toxin B glycohydrolase; P18177; TcdB glycohydrolase enzymatic assay, plate reader; inhibition, % at 9.99 µM; 350,000 tested, 0.24% active; in the data active = inhibition above about 10%
# An asterisk follows results filed as active; i = inactive; x = not tested or not shown; & = joins results of further samples. Only part of the results is shown; the hit share may differ from the screen's.
SMILES,DUSP3 inh,Rv3671c inh,BH1578 lux ind,PfHsp40 yeast,PriA SSB inh,SARS 3CLpro inh,Anthrax LF prot,Y pestis TopoI,MazF activator,TcdB inh
NC(=O)c1cnn2c(C(F)(F)F)cc(-c3ccccc3)nc12,7,5,0.0,1.0,-2,4,-2,-4,1,x
Cc1cccc(C(=O)C2CCN(S(=O)(=O)c3cccc(C(=O)O)c3)CC2)c1,16,x,-0.1,1.2,-2,6,-1,6,6,0.5
Cc1cc2ncn(-c3ncnc4sc5c(c34)CCC(C)C5)c2cc1C (stereo not drawn),31,4,-9.7,-0.7,-19,0,-2,7,-1,0.6
COc1ccc(C2C(C(=O)N3CC(C)CC(C)C3)c3ccccc3C(=O)N2C)cc1 (stereo not drawn),17,2,i,-0.2,-13,-1,3,5,3,x
CC1CC(=O)Nc2ccc([N+](=O)[O-])cc2N1C (stereo not drawn),7,-8,i,-1.2,-43,1,1,1,1,x
CSc1nsc(SC)c1NC(=O)N1CCCC1,24,5,-0.4,1.5,3,0,0,4,4,x
O=[N+]([O-])c1ccc2c(c1)Cc1cc(O)ccc1-2,x,x,i,51*,-13,x,0,-33,9,8.5
COc1ccc(N2C(=O)C3C4c5ccccc5C(C=Nc5ccc(C)cc5C)(c5ccccc54)C3C2=O)cc1 (stereo not drawn),x,4,i,1.3,-7,6,-4,-12,-6,x
Cc1c(C(=O)OCC(=O)Nc2cccc(S(N)(=O)=O)c2)oc2c1ccc1ccccc12,1,-57,-3.7,0.7,0,5,2,12,-20,3.1
O=C(CSc1nncs1)Nc1nccs1,x,5,i,-1.7,-3,x,0,4,1,0.3
CC(=O)Nc1ccc2c(=O)n(-c3ccccc3)sc2c1,x,x,-0.4,x,x,x,3,-3,-13,-1.7
O=C(O)c1ccc(NC2CC(=O)N(Cc3ccccc3)C2=O)cc1 (stereo not drawn),-2,-1,0.7,0.6,-16,7,5,8,6,-1.0
CCOC(=O)CCc1cnccc1-c1cccc(OC)c1O,x,0,i,-0.4,-7,x,-8,2,8,-0.6
Cc1cc(NC(=O)CSCC(=O)N(c2cccc(Cl)c2)C(C(=O)NC2CCCCC2)c2ccc(O)c(O)c2)no1 (stereo not drawn),-13,10,-0.2,3.3,-1,3,0,3,3,x
O=C(NCCCNC(=O)c1cnccn1)c1ccc(Br)cc1,8,-5,-0.2,1.1,-5,1,16,-3,-11,1.7
OC(c1ccccc1)c1nc(-c2cccc3cccnc23)cs1 (stereo not drawn),x,x,-0.3,x,x,x,-4,4,x,0.9
CN(C(=O)c1cccc(S(=O)(=O)NCc2ccccc2)c1)C1CCCCC1,x,3,i,1.1,-2,x,4,15,16,3.2
CCc1nc2c(OCCOc3ccc(F)cc3)cccn2c1N(C)C(=O)c1cccs1,x,x,i,x,x,x,-8,30,x,2.3
COc1ccc(OC)c(-c2csc(NC(=O)CN3C(=O)NC4(CCCC4)C3=O)n2)c1,x,-6,i,-0.5,19,x,3,1,4,-0.6
Cc1ccnc(NCc2cc(Cl)ccc2O)c1,x,x,-0.3,x,x,x,-2,-6,4,0.0
CCC(=O)N1CCN(c2nc3ccc(Br)cc3s2)CC1,-17,6,-1.3,-1.3,-7,-10,2,12,-1,0.8
CCC(C)[C@H](NC(=O)Nc1ccccc1F)C(=O)O (stereo partly drawn),13,-9,i,-0.5,-11,1,-3,4,0,0.2
CCN(C(=O)COC(=O)c1nc2nc(C)cc(C)n2n1)C1CCS(=O)(=O)C1 (stereo not drawn),18,-7,i,0.4,-10,0,1,3,2,1.0
O=c1cc(N2CCN(c3ccccc3)CC2)[nH]c(=O)n1-c1ccccc1,12,-12,-2.3,-0.2,1,3,0,-6,-6,x
CCc1ccc2[nH]c(=O)c(Cc3ccccc3)c(O)c2c1,5,-2,i,2.5,-12,-3,18,5,8,-3.6
COc1ccc(CNC(=O)Cc2c[nH]c3ccccc23)cc1OC,x,-4,-1.2,1.2,8,1,7,-3,7,1.2
Cc1nn(C(C)C)c(C)c1CN1CCCC(C(=O)c2cccc(OC(C)C)c2)C1 (stereo not drawn),21,-3,i,-1.3,2,2,0,10,-6,0.4
CCN(C(=O)CSc1nnc(CNc2cccc(OC)c2)n1C1CCCCC1)C1CCS(=O)(=O)C1 (stereo not drawn),55*,-6,-0.4,-0.3,7,-4,16,14,1,1.2
CCOC(=O)c1sc(NC(=O)CSc2n[nH]c(CC(C)C)n2)nc1C,1,0,-0.1,-0.9,13,2,0,7,1,0.3
Cc1ccc(C)c(NC(=O)CN(C)C(=O)COc2ccc3ccccc3c2)c1,x,3,-3.2,-0.4,-6,x,-4,10,8,1.2
CCOC(=O)C1CCCN(C(=O)Cn2ncc3c(=O)oc4ccc(C)cc4c32)C1 (stereo not drawn),x,x,-0.3,2.7,-17,x,-3,30,3,x
COCc1cc(CN2CCCC(CNC(=O)c3ccc(F)cc3)C2)ccc1OC (stereo not drawn),17,3,i,-0.8,-13,-4,-1,-5,-15,0.4
CC(=O)Nc1ccc(S(=O)(=O)C(C#N)c2nc3ccccc3nc2NCCCO)cc1 (stereo not drawn),3,-12,-0.4,-0.9,-14,-5,-3,8,3,0.0
Cc1ccc(/C=C/C(=O)O)cc1S(=O)(=O)NCc1ccco1,0,10,2.0,-1.2,-22,1,2,6,1,2.0
CCc1nnc(NC(=O)CSc2ncnc3c2cnn3-c2ccc(OC)cc2)s1,10,-6,i,0.4,-3,-7,-3,-4,-33,x
CCOC(=O)Cn1c(=O)oc2cc(S(=O)(=O)NC3CCCCC3)ccc21,25,-4,i,0.7,-13,-7,-4,6,4,x
C=C(C)n1c(=O)[nH]c2ccccc21,2,9,i,1.4,-10&-5,-2,-3,6,9,x
OC(CNC1CCCCC1)CNC1CCCCC1,44,7,-0.3,0.4,1,4,-3,1,3,0.2
CCCCCC(=O)N(O)C1CC(=O)N(c2ccccc2)C1=O (stereo not drawn),24,-8,3.4,0.8,13,3,-6,-7,0,x
C=CCC1(N(C(C)=O)c2ccccc2C)CCCCC1,6,-1,i,-1.4,-16,2,-4,-1,-3,0.0
CC(c1nccs1)N(C)C(=O)CCc1nnc(Cc2c[nH]c3ccccc23)o1 (stereo not drawn),9,6,3.7,0.4,3,-8,-3,6,8,0.2
COC(=O)[C@]1(C)N[C@H](CN(C)C(=O)c2ccccc2)[C@@H]2C(=O)N(Cc3ccccc3)C(=O)[C@@H]21,x,6,i,-0.8,-13,x,-2,3,2,0.1
CCCC[C@@H]1CNCCN1CCc1cc(C(F)(F)F)cc(C(F)(F)F)c1,x,-3,i,0.3,-6,x,3,-9,9,-4.6
O=C(N/N=C/c1cccnc1)C1CC1(c1ccccc1)c1ccccc1 (stereo not drawn),25,0,-0.7,0.6,x,3,3,-4,1,1.3
CCCNC(=O)CSc1nnc(-c2ccc(F)cc2)o1,29,10,i,-1.2,-5,1,-1,0,5,1.0
CC(Oc1ccc(F)cc1)C(=O)Nc1ccc(S(=O)(=O)NC2=NCCCCC2)cc1 (stereo not drawn),x,-1,i,0.4,-12,x,-6,2,-21,1.1
COc1ccc(OCC(=O)Nc2ccc(Cl)cc2)cc1,25,-4,i,2.2,0,1,-9,7,-11,0.6
CCOC(=O)N1CCC(N2Cc3cccc(C(=O)O)c3C2=O)CC1,15,-8,-0.2,1.0,-5,7,-11,1,4,1.1
CCN(CC)C(=O)CSc1nnc(-c2ccccn2)n1Cc1ccccc1,7,10,-0.4,-1.5,-4,-2,6,8,11,0.4
Cc1cc(Cl)c(S(=O)(=O)N2CCCCCC2)cc1OCC(N)=O,-16,-3,-0.2,-0.4,-14,3,-4,3,7,x
O=C(COC(=O)c1cc(S(=O)(=O)N2CCOCC2)ccc1O)Nc1ccc2c(c1)OCO2,x,14,-0.4,1.0,12,x,-1,8,2,0.3
Cc1cc(C)cc(NC(=O)CSc2nnc(-c3ccc(S(=O)(=O)N4CCCC4)cc3)o2)c1,4,9,-0.3,0.1,-4,3,-1,1,8,x
NC(=O)c1cc[n+](Cc2ccc([N+](=O)[O-])cc2)cc1,9,2,i,0.0,-1,-2,-2,2,12,3.1
COC(=O)c1ccc(NC(=O)CN2CCN(CCO)CC2)cc1,-30,-1,i,-1.2,-8,5,6,7,0,0.5

# 5 entries out of the list, arranged by molar mass, ascending:
SMILES,DUSP3 inh,Rv3671c inh,BH1578 lux ind,PfHsp40 yeast,PriA SSB inh,SARS 3CLpro inh,Anthrax LF prot,Y pestis TopoI,MazF activator,TcdB inh
OC(CNC1CCCCC1)CNC1CCCCC1,44,7,-0.3,0.4,1,4,-3,1,3,0.2
OC(c1ccccc1)c1nc(-c2cccc3cccnc23)cs1 (stereo not drawn),x,x,-0.3,x,x,x,-4,4,x,0.9
O=C(N/N=C/c1cccnc1)C1CC1(c1ccccc1)c1ccccc1 (stereo not drawn),25,0,-0.7,0.6,x,3,3,-4,1,1.3
CCOC(=O)Cn1c(=O)oc2cc(S(=O)(=O)NC3CCCCC3)ccc21,25,-4,i,0.7,-13,-7,-4,6,4,x
CN(C(=O)c1cccc(S(=O)(=O)NCc2ccccc2)c1)C1CCCCC1,x,3,i,1.1,-2,x,4,15,16,3.2

# 2 compounds picked at random from the list so far:
SMILES,DUSP3 inh,Rv3671c inh,BH1578 lux ind,PfHsp40 yeast,PriA SSB inh,SARS 3CLpro inh,Anthrax LF prot,Y pestis TopoI,MazF activator,TcdB inh
CC(Oc1ccc(F)cc1)C(=O)Nc1ccc(S(=O)(=O)NC2=NCCCCC2)cc1 (stereo not drawn),x,-1,i,0.4,-12,x,-6,2,-21,1.1
CN(C(=O)c1cccc(S(=O)(=O)NCc2ccccc2)c1)C1CCCCC1,x,3,i,1.1,-2,x,4,15,16,3.2

# High-throughput results (PubChem)
